Bioassay records: PubChem BioAssay, Sanford-Burnham Center for Chemical Genomics
A3A deaminase = inhibitors of human APOBEC3A DNA deaminase; P31941; recombinant A3A, FAM/TAMRA ssDNA deamination fluorescence; inhibition, % at 20 µM; 330,000 compounds, 0.41% hits;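 active means at least 40% inhibition at 20 µM here, with at most 30% in a related deaminase screen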;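 further: plate controls were A3A with DMSO for no effect and wells lacking A3A enzyme for full effect; some results filed as inactive read as strong as hits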
Target sequence (P31941 whole entry, looked up): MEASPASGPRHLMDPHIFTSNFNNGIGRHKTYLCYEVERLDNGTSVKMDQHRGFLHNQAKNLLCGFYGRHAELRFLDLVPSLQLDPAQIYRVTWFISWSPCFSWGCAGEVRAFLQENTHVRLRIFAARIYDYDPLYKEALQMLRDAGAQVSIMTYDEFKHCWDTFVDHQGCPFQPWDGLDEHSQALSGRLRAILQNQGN
mIAP block = blocks mouse intestinal alkaline phosphatase | AID 2806 | purified mouse IAP, CDP-Star luminescence, 30 min | 330,000 compounds, 0.2% hits | inhibition, % at 10 µM;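 active means inhibition of at least 40% at 10 µM in the primary screen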;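 further: plate controls were DMSO with enzyme for no effect and no enzyme wells for full effect; values of inactives mirror those of a sister screen read the other way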
APOBEC3G inh = inhibitors of human APOBEC3G DNA deaminase. 330,000 compounds, 0.28% hits. Q9HC16. inhibition, % at 20 µM. recombinant A3G, ssDNA deamination FAM/TAMRA fluorescence;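 active means inhibition of at least 40% at 20 µM, with no more than 30% in the related APOBEC3A deaminase screen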;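 further: plate controls were DMSO wells with A3G for no effect and wells lacking A3G enzyme for full effect; some compounds called inactive have numbers as strong as hits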
Target sequence (Q9HC16 whole entry, looked up): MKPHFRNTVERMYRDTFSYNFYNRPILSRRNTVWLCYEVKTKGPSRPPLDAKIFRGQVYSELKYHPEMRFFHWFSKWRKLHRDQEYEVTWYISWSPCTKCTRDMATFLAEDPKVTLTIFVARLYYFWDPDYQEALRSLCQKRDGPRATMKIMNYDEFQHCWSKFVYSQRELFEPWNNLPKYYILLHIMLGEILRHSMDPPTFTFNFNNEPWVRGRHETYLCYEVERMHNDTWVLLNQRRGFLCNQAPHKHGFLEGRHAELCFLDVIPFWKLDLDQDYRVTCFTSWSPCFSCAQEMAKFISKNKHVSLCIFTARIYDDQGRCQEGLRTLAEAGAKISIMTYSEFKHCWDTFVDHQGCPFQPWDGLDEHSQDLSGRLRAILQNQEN
GRIN3A LBD mod = modulates the human NR3A ligand-binding domain; NR3A LBD differential scanning fluorimetry, Tm shift; 0% = protein alone, 100% = glycine-bound protein; Tm shift relative to glycine control, % at 25 µM; 340,000 compounds, 2.5% hits; AID 1259313;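 active means melting temperature shift of at least 10% of the positive control shift, at one fixed dose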
MPTP inh = blocks calcium-induced mitochondrial swelling. isolated mouse mitochondria, Ca2+ swelling absorbance, 30 min. inhibition, % at 10 µM. AID 602449. 360,000 compounds, 1.4% hits;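 active means inhibition of 50% or more, scaled per plate between neutral and stimulator controls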;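 further: 0% = DMSO wells given calcium and 100% = 1 mM EGTA wells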
hIAP block = blocks human intestinal alkaline phosphatase; purified IAP, CDP-Star luminescence, 30 min; inhibition, % at 10 µM; AID 2544; 330,000 compounds, 0.12% hits;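 active means inhibition reaching a set limit with compound at 10 µM in the primary screen, cut at about 35% in these data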;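 further: plate controls were DMSO wells with enzyme for no effect and no-enzyme buffer wells for full effect; values of inactives mirror those of a sister screen read the other way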
Target sequence (P09923 whole entry, looked up): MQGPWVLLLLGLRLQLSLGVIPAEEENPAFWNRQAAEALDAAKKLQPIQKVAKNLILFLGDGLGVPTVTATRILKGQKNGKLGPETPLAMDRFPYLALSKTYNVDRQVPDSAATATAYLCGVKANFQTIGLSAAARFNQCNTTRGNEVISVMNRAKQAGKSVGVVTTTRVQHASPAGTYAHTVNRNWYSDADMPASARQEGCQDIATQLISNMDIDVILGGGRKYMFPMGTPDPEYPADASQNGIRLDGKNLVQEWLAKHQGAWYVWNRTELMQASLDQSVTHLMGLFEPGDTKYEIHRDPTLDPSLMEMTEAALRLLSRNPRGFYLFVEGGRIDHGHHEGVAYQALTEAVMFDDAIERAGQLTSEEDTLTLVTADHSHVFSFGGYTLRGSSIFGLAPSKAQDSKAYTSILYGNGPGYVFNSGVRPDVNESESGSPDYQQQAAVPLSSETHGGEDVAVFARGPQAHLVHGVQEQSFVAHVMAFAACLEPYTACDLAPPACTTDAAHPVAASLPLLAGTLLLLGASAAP
mIAP activ = increases mouse intestinal alkaline phosphatase activity. 330,000 compounds, 0.24% hits. muIAP, CDP-Star luminescence, 30 min; stronger effect = higher value; 1 = vehicle-only enzyme signal, 0 = enzyme-free wells. activation factor at 10 µM;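 active means activation factor of at least 2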; further: the source names both 10 and 20 µM as test concentration; values of inactives mirror those of a sister screen read the other way
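System: Mouse IAP enzyme | Also added: CDP-Star substrate | Dosing: Compounds dispensed in DMSO | Schedule: 30 min enzyme-substrate-compound incubation at room temperature | Technique: Chemiluminescence readout | Control set: DMSO-only wells and no-enzyme negative control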
hIAP activ = increases human intestinal alkaline phosphatase activity; P09923; purified human IAP, CDP-Star luminescence, 30 min; stronger effect = higher value; 1 = vehicle-only enzyme, 0 = enzyme-free background; activation factor at 10 µM; 330,000 compounds, 0.16% hits; AID 2524;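 active means activation factor of the enzyme at least 2-fold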; further: the source names both 10 and 20 µM as test concentration; values of inactives mirror those of a sister screen read the other way
beta cell repl = inducers of beta-cell replication in MIN6 cells. MIN6 cells proliferation, ATPlite luminescence, 48 h; cells starved in 0.2% serum; 100% = growth in 10% serum. proliferation, % at 10 µM. 330,000 compounds, 0.29% hits. AID 2380;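 active means compounds whose signal lies at least 3.5 SD above the mean of all wells on their plate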;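 further: 0% = DMSO-treated cells in low-serum medium and 100% = 10% serum control; some compounds called inactive have numbers as strong as hits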
* marks the source's active call; other numbers are inactive results; nt = no result given.

1	Cc1nn(-c2c(Cl)cc(Cl)cc2Cl)c(=O)c2ccccc12
2	CC(=O)Nc1ccc(-n2cc(-c3ccccc3)[nH]c2=S)cc1
3	Cc1ccc(C)c(-c2cc(C(=O)Nc3cccc(C(=O)O)c3)c3ccccc3n2)c1
4	CCOC(=O)C1=NN(c2ccccc2)C2(S1)SC(C(C)=O)=C(C)N2c1ccccc1 (centres undefined)
5	COc1ccc(S(=O)(=O)Nc2cccc3c2O[C@H](CN(C)C(=O)Nc2c(C)noc2C)[C@@H](C)CN([C@H](C)CO)C3=O)cc1
6	Cc1ccc(C(=O)OCC(=O)N2CCCc3ccccc32)cc1C
7	COc1ccc(NC(=O)c2cc(S(=O)(=O)N3CCCC3)ccc2C)cn1
8	NC(=O)c1ccc(Cl)c2ccccc12

compound no.	1	2	3	4	5	6	7	8
A3A deaminase	2	-6	1	-3	-3	-2	-1	-4
mIAP block	-13	3	-1	10	9	3	-4	-14
APOBEC3G inh	-5	32	-2	-3	-8	-12	-6	17
GRIN3A LBD mod	0	0	-6	-1	1	0	0	1
MPTP inh	2.1	2.3	1.5	1.5	-2.2	0.8	0.4	0.6
hIAP block	7	-2	-13	23	18	4	1	-6
mIAP activ	1.1	0.97	1	0.9	0.91	0.97	1	1.1
hIAP activ	0.93	1	1.1	0.77	0.82	0.96	0.99	1.1
beta cell repl	-2	-2	-2	-5	2	4	1	-2

9	O=C(Cc1sc(-c2ccccc2)nc1-c1ccccc1)Nc1ccccc1
10	CC1CC(=O)c2cnc(Nc3ccccc3)nc2C1 (centres undefined)
11	COc1ccc(Br)cc1CN(C)C(=O)c1cnc(C)cn1
12	COc1ccc(-c2ccc3nnc(SCC(=O)N4CCCC4)n3n2)cc1
13	C=C[C@H](Cc1ccccc1)N(Cc1ccccc1)S(=O)(=O)N(Cc1ccccc1)[C@H](C=C)Cc1ccccc1
14	COc1cccc(C2=NOC(C(=O)Nc3cc(C)on3)C2)c1 (centres undefined)
15	CC(=O)c1ccccn1
16	CCOC(=O)c1c(NC(=O)/C=C/c2ccc3c(c2)OCO3)sc(C)c1CC

compound no.	9	10	11	12	13	14	15	16
A3A deaminase	-11	3	-3	-2	-3	1	5	-9
mIAP block	-17	6	-4	-5	-11	-2	0	6
APOBEC3G inh	-5	3	-3	-6	-8	-8	-3	-3
GRIN3A LBD mod	-2	1	0	0	1	1	-2	-1
MPTP inh	3.5	0.0	0.4	-2.8	0.7	0.9	-1.3	4.9
hIAP block	-6	0	1	1	-2	3	6	-18
mIAP activ	1.2	0.94	1	1	1.1	1	1	0.94
hIAP activ	1.1	1	0.99	0.99	1	0.97	0.94	1.2
beta cell repl	-3	-3	7	1	-6	0	2	-4

17	COC(CN(C)S(=O)(=O)c1cc2c3c(c1)CCN3C(=O)CC2)OC
18	Cc1cc(C)cc(OCc2nnc(SCC(=O)OC(C)C)o2)c1
19	COc1ccc(NS(=O)(=O)c2cccs2)cc1S(=O)(=O)N1CCOCC1
20	CCOC(=O)COc1c(Cl)cc(/C=C2\N=C(C)OC2=O)cc1OC
21	OCC[C@@H]1C[C@@H](O)[C@H](O)[C@@]2(Cc3ccccc3O2)O1
22	CCCc1cc(=O)oc2c(C)c(OCC(=O)Nc3ccccn3)ccc12
23	CC(C)c1ccccc1NC(=O)CCCC(=O)O
24	Cc1cccc(C)c1-n1c(SCC(=O)N2CC(=O)Nc3ccccc32)nc2ccccc2c1=O

compound no.	17	18	19	20	21	22	23	24
A3A deaminase	2	0	-5	-3	-2	-1	1	-2
mIAP block	-5	9	1	2	-7	-12	-2	-18
APOBEC3G inh	0	-7	-10	-6	-5	-2	4	-5
GRIN3A LBD mod	1	3	-2	0	-2	2	-1	-4
MPTP inh	2.3	-0.8	3.5	1.0	-0.4	-0.4	-1.3	1.6
hIAP block	6	9	11	-4	-4	-4	-18	-17
mIAP activ	1.1	0.91	0.99	0.98	1.1	1.1	1	1.2
hIAP activ	0.94	0.91	0.89	1	1	1	1.2	1.2
beta cell repl	0	-1	-1	2	6	-2	0	-1

25	COc1ccccc1CCC(=O)N1CCN(S(=O)(=O)c2cc(C(F)(F)F)ccc2Cl)CC1
26	COc1ccc(CN2C3CCCC2CC(NC(=O)Nc2ccccc2)C3)cc1 (centres undefined)
27	S=C(NCCc1c[nH]c2ccccc12)NC1CCCCC1
28	O=C(NNc1ncnc2c1cnn2-c1ccccc1)c1ccco1
29	CCN(CC(=O)NC(C)(C)C)C(=O)COc1c(Cl)cc(Cl)c2ccc(C)nc12
30	Cc1nn(-c2ccccc2)c(Cl)c1/C=N\NC(=O)c1cnccn1
31	COc1ccc(S(=O)(=O)N2CCC(NC(=O)c3ccccc3)CC2)cc1
32	COc1ccc(C2C(C(=O)NCCCN3CCOCC3)c3ccccc3C(=O)N2c2ccc(OC)cc2)cc1 (centres undefined)

compound no.	25	26	27	28	29	30	31	32
A3A deaminase	-1	-4	-5	-1	-3	0	-2	-2
mIAP block	-19	-426	-19	-4	0	7	1	-6
APOBEC3G inh	1	-6	-7	-10	-5	-5	-7	-15
GRIN3A LBD mod	1	-3	9	-1	-1	5	2	0
MPTP inh	0.6	-1.4	1.3	-1.9	0.9	0.8	0.5	0.0
hIAP block	-27	18	10	-60	-22	5	9	-22
mIAP activ	1.2	5.3*	1.2	1	1	0.93	0.99	1.1
hIAP activ	1.3	0.82	0.9	1.6	1.2	0.95	0.91	1.2
beta cell repl	-5	3	4	-1	-6	-1	-2	-3

33	CC(=O)Nc1ccc(-c2cn3c(n2)SCC3)cc1
34	O=C(COc1ccc2ccccc2c1)N1CCN(C(=O)c2cccs2)CC1
35	Cc1ccc(NS(=O)(=O)c2cc(C(=O)N3CCN(C)CC3)ccc2C)cc1C
36	COc1ccc(-n2nc(C(=O)N3CCN(Cc4ccc5c(c4)OCO5)CC3)c3ccccc3c2=O)cc1
37	CC(C)(C)C1N=C(c2ccc3ccccc3c2)OC1=O (centres undefined)
38	O=C(NC1(Cc2ccccc2)CCN(CCc2cccs2)C1=O)c1ccccc1 (centres undefined)
39	Cc1nc(N)[nH]c(=O)c1Oc1cccc(C(F)(F)F)c1
40	CCN(CC)S(=O)(=O)c1ccc2c(c1)C(=NO)c1cc(S(=O)(=O)N(CC)CC)ccc1-2

compound no.	33	34	35	36	37	38	39	40
A3A deaminase	-3	3	-3	-1	-2	-4	-2	-1
mIAP block	5	0	-2	-7	-2	1	0	12
APOBEC3G inh	-5	-5	-3	-5	-5	-3	-3	-4
GRIN3A LBD mod	-4	0	0	4	0	-3	-2	5
MPTP inh	1.0	-0.1	-0.4	0.7	-1.5	-1.5	2.6	38
hIAP block	-12	9	18	-20	0	-21	-6	-11
mIAP activ	0.95	1	1	1.1	1	0.99	1	0.88
hIAP activ	1.1	0.91	0.82	1.2	0.99	1.2	1.1	1.1
beta cell repl	1	-3	5	1	-1	4	-1	-6

An excerpt of these results, as labelled records.
(37) CC(C)(C)C1N=C(c2ccc3ccccc3c2)OC1=O (centres undefined)
  A3A deaminase: -2
  mIAP block: -2
  APOBEC3G inh: -5
  GRIN3A LBD mod: 0
  MPTP inh: -1.5
  hIAP block: 0
  mIAP activ: 1
  hIAP activ: 0.99
  beta cell repl: -1
(38) O=C(NC1(Cc2ccccc2)CCN(CCc2cccs2)C1=O)c1ccccc1 (centres undefined)
  A3A deaminase: -4
  mIAP block: 1
  APOBEC3G inh: -3
  GRIN3A LBD mod: -3
  MPTP inh: -1.5
  hIAP block: -21
  mIAP activ: 0.99
  hIAP activ: 1.2
  beta cell repl: 4
(39) Cc1nc(N)[nH]c(=O)c1Oc1cccc(C(F)(F)F)c1
  A3A deaminase: -2
  mIAP block: 0
  APOBEC3G inh: -3
  GRIN3A LBD mod: -2
  MPTP inh: 2.6
  hIAP block: -6
  mIAP activ: 1
  hIAP activ: 1.1
  beta cell repl: -1

(list continues)
41	COCCNC(=O)c1onc(CSc2cc(C)cc(C)c2)c1C(=O)NCCOC
42	O=C(O)C#Cc1cccc2ccccc12
43	COc1ccc(C(=O)NCCS(=O)(=O)NCc2cccs2)cc1
44	O=C(c1ccc(Br)o1)N1N=C(c2ccc(Cl)cc2)CC1c1ccco1 (centres undefined)
45	CCOc1ccc2[nH]c(=O)c(CN(Cc3ccco3)C(CC)c3nnnn3Cc3ccccc3)cc2c1 (centres undefined)
46	Cc1ccc(/C=N/n2c(-c3ccncc3)n[nH]c2=S)s1
47	O=C(Nc1ncc2c(n1)CC(c1cccc(Cl)c1)CC2=O)c1ccco1 (centres undefined)
48	COc1ccc(CN2C(=O)CNC2=S)cc1

compound no.	41	42	43	44	45	46	47	48
A3A deaminase	-2	-7	0	1	-10	-6	-3	1
mIAP block	-6	-2	4	5	-4	-7	-7	-2
APOBEC3G inh	-3	-7	-7	-7	-2	49*	-3	-4
GRIN3A LBD mod	-1	-2	1	0	-1	1	-2	-2
MPTP inh	0.3	0.2	-1.8	-0.6	-1.7	2.6	-0.6	1.8
hIAP block	5	-17	-8	25	-15	-6	-7	2
mIAP activ	1.1	1	0.96	0.95	1	1.1	1.1	1
hIAP activ	0.95	1.2	1.1	0.75	1.1	1.1	1.1	0.98
beta cell repl	-5	-2	0	-7	-2	-1	-3	6

49	O=C(COC(=O)c1ccc(Cl)c(S(=O)(=O)N2CCc3ccccc3C2)c1)Nc1ncc(Cl)cc1Cl
50	CC(=O)Nc1ccc(NC(=O)C(C)n2c3ccccc3c3nc(=O)cc(C)n32)cc1 (centres undefined)
51	CC(C)(C)C(=O)COC(=O)c1ccccc1O
52	Cn1c(=O)n(C)c2cc([N+](=O)[O-])c(N3CCN(C(=O)c4ccccc4Cl)CC3)cc21
53	CCc1c(C)c2ccc(OCC(=O)NCC3CCC(C(=O)O)CC3)cc2oc1=O (centres undefined)
54	C/C(=N/N=C1\SCC(=O)N1c1ccccc1)c1ccc(C)cc1
55	COc1cccc2[nH]c3c(=O)n(CCCN4CCOCC4)cnc3c12
56	COc1ccc(Nc2cc(C(=O)NCc3cccnc3)c3ccccc3n2)c(OC)c1

compound no.	49	50	51	52	53	54	55	56
A3A deaminase	-2	1	1	-3	4	-2	0	-1
mIAP block	8	-2	4	7	6	1	2	1
APOBEC3G inh	-4	-3	1	-8	16	-9	-2	-7
GRIN3A LBD mod	8	-1	-1	-2	-3	2	0	nt
MPTP inh	3.6	-1.8	9.3	6.6	1.2	2.7	-1.1	nt
hIAP block	6	4	-1	13	14	7	7	22
mIAP activ	0.92	1	0.96	0.93	0.94	0.99	0.98	0.99
hIAP activ	0.94	0.96	1	0.87	0.86	0.93	0.93	0.79
beta cell repl	1	0	-1	-1	3	-4	4	-2

Single records, as listed above. Screens in order: A3A deaminase, mIAP block, APOBEC3G inh, GRIN3A LBD mod, MPTP inh, hIAP block, mIAP activ, hIAP activ, beta cell repl
Shown for `CC(C)(C)C1N=C(c2ccc3ccccc3c2)OC1=O` (centres undefined) → -2, -2, -5, 0, -1.5, 0, 1, 0.99, -1
Shown for `O=C(Nc1ncc2c(n1)CC(c1cccc(Cl)c1)CC2=O)c1ccco1` (centres undefined) → -3, -7, -3, -2, -0.6, -7, 1.1, 1.1, -3
Shown for `CCN(CC(=O)NC(C)(C)C)C(=O)COc1c(Cl)cc(Cl)c2ccc(C)nc12` → -3, 0, -5, -1, 0.9, -22, 1, 1.2, -6
Shown for `Cc1nn(-c2c(Cl)cc(Cl)cc2Cl)c(=O)c2ccccc12` → 2, -13, -5, 0, 2.1, 7, 1.1, 0.93, -2
